Screens (PubChem BioAssay)
EBV gp42 inh: blocks Epstein-Barr virus glycoprotein 42 binding; Q1HVG2; Fluorescence polarization binding assay, mP read-out; inhibition, % (tested at 21.74 µM); 220,000 tested, 0.42% active; AID 1085; in the data active = inhibition above about 50%
Target sequence (Q1HVG2 whole entry, looked up): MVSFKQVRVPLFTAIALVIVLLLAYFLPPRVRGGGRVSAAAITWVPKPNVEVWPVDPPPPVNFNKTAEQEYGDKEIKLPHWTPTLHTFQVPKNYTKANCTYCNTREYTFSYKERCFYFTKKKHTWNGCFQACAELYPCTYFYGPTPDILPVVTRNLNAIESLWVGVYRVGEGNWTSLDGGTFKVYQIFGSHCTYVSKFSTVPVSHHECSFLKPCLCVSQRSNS
KCC2 mod: modulates chloride dependent transport by human KCC2; KCC2 cells, thallium flux FluoZin-2 fluorescence; B-score of Tl+ flux slope (higher = more flux/activation; lower = inhibition) at 10 µM; 190,000 tested, 2.2% active; AID 1456;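 active = thallium flux slope and its plate-corrected score both differing from the plate sample mean at a set confidence after two filtering rounds, in either direction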;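 also: slope of fluorescence scaled to starting intensity during 10 to 20 s after thallium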
TNF necrop inh: blocks TNF-alpha induced death of Jurkat FADD-/- cells; Jurkat FADD-/- TNF necroptosis rescue, ATP luminescence, 24 h; 0 = TNF only, 100 = no-TNF cells; activation (protection from cell death), % at 10 µM; AID 463075; 220,000 tested, 0.068% active;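 active = activation, meaning protection from cell death, of at least 50% relative to plate controls; inactive = activation below 50%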;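 also: necroptosis triggered by 40 ng/mL TNF-alpha added together with compound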
PERK inhibitor: blocks human PERK kinase | Q9NZJ5 | CHO PERK-DD fusion, SEAP luminescence translation reporter | inhibition, % at 5.6 µM | 220,000 tested, 0.17% active;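 active = inhibition above the mean inhibition of all tested compounds plus 3 SD, set separately per screening campaign, cut at about 2.9% in these data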;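 also: PERK kinase domain activated by AP20187 dimerizer at 100 nM; 0% = DMSO with dimerizer and 100% = rapamycin at 8.4 µM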
Calpain2 inh: blocks pig calpain II enzyme activity; 220,000 tested, 0.37% active; purified calpain II, fluorogenic peptide substrate, 30 min; AID 1236; inhibition, % at 16 µM;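 active = inhibition above about 50%, limit read from the data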
MDM2 E3 inh: Mdm2 E3 ligase (human) inhibition; cell-based MDM2 ubiquitination luciferase reporter, 2 h; 0 = plate control, 100 = twice control, blank-subtracted; signal enhancement, % at 5 µM; 210,000 tested, 0.11% active;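 active = signal enhancement of 30% or more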;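 also: luminescence tracks abundance of the self-degrading MDM2-luciferase fusion protein; higher signal means inhibition of MDM2 E3 ligase activity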
Target sequence (Q00987 whole entry, looked up, the tested form may be a part): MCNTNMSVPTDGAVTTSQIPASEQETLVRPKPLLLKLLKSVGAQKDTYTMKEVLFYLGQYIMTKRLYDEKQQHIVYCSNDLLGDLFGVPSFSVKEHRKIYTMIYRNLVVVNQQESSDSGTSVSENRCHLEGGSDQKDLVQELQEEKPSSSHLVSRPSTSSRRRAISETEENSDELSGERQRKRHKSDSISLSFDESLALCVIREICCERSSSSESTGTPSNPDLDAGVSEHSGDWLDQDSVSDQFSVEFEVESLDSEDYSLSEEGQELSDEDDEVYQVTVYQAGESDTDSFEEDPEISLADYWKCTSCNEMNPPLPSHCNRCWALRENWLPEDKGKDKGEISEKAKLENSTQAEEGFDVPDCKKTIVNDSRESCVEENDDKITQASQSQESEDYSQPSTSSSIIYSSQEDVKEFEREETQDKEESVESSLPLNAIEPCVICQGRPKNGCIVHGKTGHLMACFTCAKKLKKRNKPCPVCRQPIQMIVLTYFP
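Material: stable MDM2–luciferase fusion reporter cells / Quantity: 2000 cells/well / Dosing: single 5 µM compound dose, 0.2% final DMSO / Buffer or medium: DMEM / Schedule: 4 h cell settling then 2 h compound exposure, 37 °C / Detection: luminescence with SteadyLite reagent, 15 min at room temperature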
zVAD death inh: L929 zVAD cell death inhibition. L929 zVAD necroptosis rescue, ATP luminescence, 24 h; with zVAD 60 µM. viability rescue, % at 10 µM. 220,000 tested, 0.38% active. AID 1377;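 active = activation, scaled between plate controls, above about 75%, limit read from the data; inactive = activation under that limit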;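 also: 0% = zVAD with DMSO and 100% = DMSO alone without zVAD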
Rad51 HR inh: blocks human Rad51 in homologous recombination. Q06609. hRad51 DNA strand exchange, fluorescence dequenching. 200,000 tested, 0.085% active. inhibition, % at 10 µM;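 active = inhibition above 40% at the single screening dose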;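 also: 0% = DMSO control wells and 100% = blanks with heterologous ssDNA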
Target sequence (Q06609 whole entry, looked up): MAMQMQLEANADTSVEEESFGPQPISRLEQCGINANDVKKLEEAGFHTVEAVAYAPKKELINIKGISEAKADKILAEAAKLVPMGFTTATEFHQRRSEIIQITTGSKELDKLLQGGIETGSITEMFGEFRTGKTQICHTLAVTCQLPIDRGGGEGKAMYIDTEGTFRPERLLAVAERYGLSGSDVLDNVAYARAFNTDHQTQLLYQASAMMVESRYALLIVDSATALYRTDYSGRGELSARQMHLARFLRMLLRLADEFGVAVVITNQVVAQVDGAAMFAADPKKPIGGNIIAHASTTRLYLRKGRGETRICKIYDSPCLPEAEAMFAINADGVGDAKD
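Material: Human Rad51 nucleoprotein filaments preassembled on unlabelled ssDNA | Also added: Labelled 47-mer dsDNA for strand exchange | Dosing: Single dose, 10 µM final compound | Schedule: 30-min compound preincubation and 15-min exchange, both room temperature | Technique: Fluorescence dequenching at 485/520 nm | Measure: Percent inhibition relative to plate controls and blanks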
eIF4E 4G PPI: inhibitors of eIF4E and eIF4G interaction in translation initiation. inhibition, % at 21.7 µM. TR-FRET eIF4E-eIF4GI(517-606) binding, 2 h. 220,000 tested, 0.37% active. AID 782. P63073+Q04637;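 active = inhibition above about 30%, limit read from the data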;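 also: 0% = full FRET control wells and 100% = background wells lacking eIF4GI fragment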
An asterisk follows results filed as active; / = not tested or not shown; [ ] = dose if it differs, or a comment.

SMILES	EBV gp42 inh	KCC2 mod	TNF necrop inh	PERK inhibitor	Calpain2 inh	MDM2 E3 inh	zVAD death inh	Rad51 HR inh	eIF4E 4G PPI
CCCC1S/C(=N/N=C/c2ccco2)NC1=O (stereo unspecified)	-15	-0.83	1.5	0.9	10	-6	1.1	2	-3
O=C(O)Cc1ccc(NC(=O)c2cccc(NC(=O)c3ccco3)c2)cc1	-5	0.17	0.4	1.3	24	-14	0.7	/	0
CC(C)(C)[C@H]1C=C(C(=O)NCc2ccccc2)O[C@@H](OCc2ccc(CO)cc2)C1	-7	-0.71	4.2	1.6	20	/	-0.3	-3	0
C/C(=N\n1c(C)nc2ccccc2c1=O)c1ccc(C)o1	-11	0.52	2.4	0.0	19	-4	-0.6	11	-2
Cc1cc(C)c(N2CCN(S(=O)(=O)N3CCCCCC3)CC2)c(C)c1	-7	0.5	0.5	0.5	20	5	0.3	-7	-5
Cc1ccc(NC(=O)CC2Oc3ccc(C)cc3NC2=O)cc1 (stereo unspecified)	-2	-2.2	0.5	1.4	-29	-2	1.1	2	1[fluorescence artefact?]
COc1ccc(Oc2c(C=O)c3ccccc3n2C)cc1	2	-0.55	-4.6	-1.0	31	-20	-0.1	-16	14[fluorescence artefact?]
CC(=O)Nc1ccc(SCC(=O)OCC(=O)NC(=O)NC2CCCC2)cc1	-5	0.66	0.2	0.5	27	-9	0.9	-1	0
Cc1ccccc1Oc1ncnc2sccc12	-11	0.28	-2.4	1.1	-14	-7	0.8	-3	-1[fluorescence artefact?]
COCCn1c(C)cc(C(=O)CSc2nc3ccccc3c(=O)[nH]2)c1C	-13	0.0033	1.0	-1.1	-4	-17	0.3	-1	0
COc1ccccc1NC(=O)CC1COc2ccccc2O1 (stereo unspecified)	-10	-0.096	-0.4	0.4	-12	3	0.3	0	-7
CCc1cccc(Nc2cc(C)nc3ncnn23)c1	-4	0.86	-0.6	0.8	-10	/	/	/	5[fluorescence artefact?]

The closing 5 compounds of the section above lead into the next:
SMILES	EBV gp42 inh	KCC2 mod	TNF necrop inh	PERK inhibitor	Calpain2 inh	MDM2 E3 inh	zVAD death inh	Rad51 HR inh	eIF4E 4G PPI
CC(=O)Nc1ccc(SCC(=O)OCC(=O)NC(=O)NC2CCCC2)cc1	-5	0.66	0.2	0.5	27	-9	0.9	-1	0
Cc1ccccc1Oc1ncnc2sccc12	-11	0.28	-2.4	1.1	-14	-7	0.8	-3	-1[fluorescence artefact?]
COCCn1c(C)cc(C(=O)CSc2nc3ccccc3c(=O)[nH]2)c1C	-13	0.0033	1.0	-1.1	-4	-17	0.3	-1	0
COc1ccccc1NC(=O)CC1COc2ccccc2O1 (stereo unspecified)	-10	-0.096	-0.4	0.4	-12	3	0.3	0	-7
CCc1cccc(Nc2cc(C)nc3ncnn23)c1	-4	0.86	-0.6	0.8	-10	/	/	/	5[fluorescence artefact?]
O=C(OCCOc1ccc(Br)cc1)c1cnccn1	-16	0.0037	0.3	2.0	-14	1	0.9	4	-4
Cc1[nH]c(=O)[nH]c(=O)c1S(=O)(=O)N1CCCC(C(=O)N2CCN(c3ccccc3Cl)CC2)C1 (stereo unspecified)	-16	0.71	-0.5	0.6	19	-16	-0.6	2	11
COc1cc(-c2csc(N3CCOCC3)n2)cc(OC)c1OC	0	-0.024	-5.1	-0.7	11	-12	1.0	9	4
Cc1cc(=O)oc2cc(OCC(=O)N3CCCC(C)C3)ccc12 (stereo unspecified)	7	-0.19	1.3	-1.2	-78	2	1.3	0	2
CCc1nnc(NS(=O)(=O)c2ccc(NC(=O)COc3ccc(Cl)c(C)c3)cc2)s1	-5	-0.94	1.5	1.4	0	-6	13	7	1
N=c1sccn1CC(=O)Nc1ccccc1Sc1ccccc1	1	1.5	2.0	-0.6	11	-13	-0.9	-19	-1
CSCC[C@H](NC(=O)OC(C)(C)C)c1nnc(SCC(=O)N(C)C)o1	-12	0.35	-3.4	0.2	-19	-18	1.1	-7	0
O=C(CCCNS(=O)(=O)c1ccc(Br)cc1)N1CC[C@@]2(O)CCCC[C@H]2C1	-14	/	1.2	-0.1	-22	-4	1.4	10	1[fluorescence artefact?]
CC(C)C[C@H](N)c1cn([C@@H](Cc2ccc(O)cc2)C(=O)N2CCNCC2)nn1	-2	0.87	0.3	0.4	-7	/	0.3	-8	-1
Cc1onc(-c2ccccc2)c1C(=O)N1CCN(C/C=C/c2ccccc2)CC1	-23	/	0.4	-0.1	-6	-1	0.4	-6	-4
Cc1nc2c(ccc3c2ccc2nc(C)sc23)s1	-15	-0.58	1.1	0.4	-4	-6	1.4	3	5
C=CCOc1ccc(C2NC(=S)NC(c3ccccc3)=C2C(C)=O)cc1OC (stereo unspecified)	1	0.27	-0.6	1.8	1	-28	-0.6	-16	-1
CC1(C)CC2CC(C)(CN2C(=O)COc2cccc3ccccc23)C1 (stereo unspecified)	-1	0.42	1.0	0.2	28	-8	-0.2	6	3
COc1ccc(OCCNC(=S)Nc2cccc3ccccc23)cc1	-5	/	-9.1	0.0	29	-6	-0.4	-6	-11
O=C(CCN1CCCCC1)c1ccc2c(c1)OCO2	-14	1	-0.3	1.8	-18	-12	-0.1	-9	1
CC(C)c1ccccc1NC(=O)c1ccc(CN(c2ccccc2)S(=O)(=O)c2ccccc2)cc1	-7	-0.97	3.3	-0.4	-9	1	4.2	0	1
O=C(Nc1ccc(Nc2ccccc2)cc1)c1ccc(Br)o1	-8	-5.7*	-2.7	0.7	23	-20	5.1	/	4[fluorescence artefact?]
Nc1nc2c(ncn2COC(CO)CO)c(=O)[nH]1	-11	-0.75	1.3	0.5	-14	/	0.1	-11	2
O=C(CSc1nnc(-c2ccncc2)n1Cc1ccco1)Nc1cccc(O)c1	7	0.47	0.9	0.6	-43	12	22	-1	1
CCc1[nH]nc2c1C(Cc1ccccc1)C(C#N)=C(N)O2 (stereo unspecified)	4	-0.21	-0.6	-0.5	-44	-10	0.8	-10	8
CC(C)=C1C2C=CC1C(C(=O)Nc1cccc(C)c1)C2C(=O)O (stereo unspecified)	-19	/	-1.2	0.4	-3	-11	-0.5	-10	0[fluorescence artefact?]
Cc1cc(NC(=O)c2ccc(S(=O)(=O)N(C)C)cc2)no1	-1	/	1.4	-0.4	-48	-16	0.4	-7	8[fluorescence artefact?]
CC(C)CNC1=CC(=O)CC(c2ccco2)C1 (stereo unspecified)	0	-0.22	0.3	1.4	-114	-7	1.6	3	-2
COc1cccc(N=C2SC(C(=O)Nc3ccccc3F)CC(=O)N2C)c1 (stereo unspecified)	-15	/	0.2	0.1	-8	2	0.1	0	1
COc1cc(/C=N/NC(=O)c2ccncc2)ccc1Oc1ccc([N+](=O)[O-])cn1	-7	-0.85	0.9	0.8	-29	-6	2.6	2	0
CCc1cccc(OCCCCNCCCOC)c1	3	-0.66	1.0	0.0	-5	-6	-0.6	0	3[fluorescence artefact?]
CCOC(=O)c1sc2nc(C)nc(N3CCN(c4ncccn4)CC3)c2c1C	-7	-0.32	1.4	0.7	-171	3	2.9	4	1
Cc1c(C(=O)NCc2cccnc2)oc2c1C(=O)CC(C)(C)C2	-6	0.12	-0.9	-0.6	-30	-19	-0.1	-4	-5
Cn1cc(C(=O)Nc2ccc(F)c(F)c2)cn1	-23	0.36	-0.2	0.5	-8	-28	-0.4	4	3[fluorescence artefact?]
Cc1ccc2c(c1)C(SCC(=O)NCCc1ccccc1)CC1(CCCC1)O2 (stereo unspecified)	-2	1.6	5.4	1.2	15	/	/	/	4[fluorescence artefact?]
N/C(=N\OCc1ccc([N+](=O)[O-])cc1)c1ccncc1	-7	0.73	-1.3	0.5	18	4	1.3	8	5
CCOc1ccc(CCNC(=O)Cn2c(=O)oc3ccccc32)cc1OCC	-10	0.66	0.6	-1.0	-18	-15	0.1	/	1[fluorescence artefact?]
N#Cc1c(N(CCO)CCO)nc(N)c2c(N)nc3c(c12)CC(=O)N3Cc1cccs1	21	-0.14	-0.4	0.5	-148	-7	1.5	-42	4
C=CCN(C)NC(=O)Nc1ccccc1	-5	/	0.0	-0.3	12	-1	8.5	-61	-2
COc1ccc(CN2CCN(C(=O)c3cccs3)CC2)c(OC)c1OC	3	-0.36	1.2	0.1	-7	-18	0.1	2	1
O=C(Nc1ccc2oc(-c3ccccc3)nc2c1)c1cc(-n2cnnc2)ccc1Cl	-9	-2.2	-4.0	-1.0	-203	-12	-0.1	2	3
COc1ccccc1C(=O)OCc1nc(N)nc(Nc2ccccc2C)n1	10	1.2	1.0	0.3	12	-12	-1.1	-1	2[fluorescence artefact?]
CNC(=O)CS(=O)CC(=O)Nc1cc(OCCOC)c(Cl)cc1Cl (stereo unspecified)	-15	1.6	0.2	0.2	-3	2	2.4	-12	1
Cn1c2c(c(=O)n(C)c1=O)CN(Cc1ccco1)CN2	-6	0.43	-4.0	0.9	18	-9	-0.1	3	1
CCOC(=O)COc1ccc2nsnc2c1	-12	/	0.5	0.5	-61	-10	0.7	2	-5
CCN1CCN(C(=O)c2cc3c(s2)-c2ccccc2S(=O)(=O)C3)CC1	-12	0.9	1.3	0.6	-9	-8	2.0	-1	4
CC(C)(C)c1ccc(C(=O)NNc2ncccc2-n2cccc2)cc1	-8	1.6	-2.7	0.7	-8	-6	1.0	-8	-4
O=C(CNc1ccc(Cl)cc1)c1ccc(Br)cc1	4	-0.084	-1.0	0.4	-2	-4	4.0	3	-1
CCn1cc([N+](=O)[O-])c(C(=O)N2N=C(c3ccccc3)CC2c2ccc([N+](=O)[O-])cc2)n1 (stereo unspecified)	-17	-0.38	-1.3	-1.3	-29	3	-0.1	/	7
CN1CCCCc2c1[nH]c1ccccc1c2=O	-12	0.46	-1.1	-0.3	-42	-12	0.4	2	3
Cc1ccc(OCC(=O)n2nc(C)cc2C)c(C)c1	-16	/	-0.6	-0.3	-7	-10	-0.2	-3	-1
CC(/C=C/c1ccccc1)=N\NC(=O)c1cc(C)nc2ccccc12	3	/	3.1	0.0	-2	-11	1.9	8	-2
CN(Cc1nc2ccccc2c(=O)[nH]1)Cc1nc2ccsc2c(=O)[nH]1	-1	-0.091	1.1	1.1	-28	-7	2.5	7	-1
Cc1ccc(OS(=O)(=O)c2ccc(-c3csc(C)n3)s2)c(C)c1	4	-0.3	-0.5	-0.8	-3	-3	0.0	13	-1
CC(C)CNC(=O)COC(=O)CNC(=O)c1cc(Cl)cc([N+](=O)[O-])c1	0	0.78	-1.3	0.5	31	/	-0.1	/	-8
COc1ccc(S(=O)(=O)N=Nc2c(O)[nH]c3ccccc23)cc1	-10	-0.14	0.3	0.5	-25	-14	2.1	0	-2
CCOCC(=O)Nc1nnc(Cc2ccc(OC)c(OC)c2)s1	-7	0.7	7.9	0.1	-6	-5	1.3	6	4
O=C(Nc1ccccc1Cl)N1CCN(c2ncccn2)CC1	-2	0.11	0.0	0.0	17	-12	-0.9	14	-4[fluorescence artefact?]
NC(=S)N/N=C/c1ccc(-c2ccccc2)o1	-11	1.7	-8.2	0.6	-4	-1	0.0	-16	1
COc1cccc(-c2cc(C(=O)Nc3c(C)nn(Cc4ccccc4)c3C)no2)c1	9	-2.5	-1.2	-1.6	44	-10	0.7	1	4
